Screening data deposited in PubChem BioAssay by National Center for Advancing Translational Sciences (NCATS).
MBNL1-CUG inh: qHTS Assay for Inhibitors of MBNL1-poly(CUG) RNA binding. Muscleblind-like protein 1 (Homo sapiens), Q9NR56. TR-FRET MBNL1-His/biotin-(CUG)12 binding, 665/545 ratio. Potency, µM (titrated, usually from 57.5 µM), for inactives: at the highest dose activity change, negative = inhibition, actives largely listed as inhibitors. 280,000 tested, 0.036% active; active = well fitted inhibition curve with a large enough effect in the signal ratio, with a control signal flat, not every such curve was filed as active; inconclusive = small, poorly fitted or top-dose-only effect, or effect the other way, or a change in a side signal; inactive = no such curve, though single readings can be large or run the other way; the % refers to the signal ratio; note: % is set by controls: 0 for no effect and ±100 for the full control effect
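TR-FRET readout: Ex 340 nm, 665/545 nm emission ratio, normalized to buffer-only (basal) and MBNL1-(CUG)12 controls. Complex of MBNL1-His with Biotin-(CUG)12, compounds 92 nM–58 uM, incubated 60 min at room temperature.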
Rab9 prom act: qHTS Assay for Rab9 Promoter Activators. Huh7 Rab9 promoter-luciferase reporter, luminescence, 24 h. Potency, µM (highest dose often 9.22 µM), inactives show top-dose activation, negative = inhibition, actives largely listed as activators. 320,000 tested, 2.8% active; note: % of control where 0% means no effect; nearly all actives have a fitted effect of over 60% in size
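Luminescence from Amplite-detected luciferase (10 minutes, ambient) reports Rab9 promoter activation. Before that, stable Rab9-luciferase Huh7 cells (1500/well, reduced-serum OP-MEM I plus 10% FBS) were exposed to compound for 24 hours at 37C.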
ELG1 genotoxic: qHTS screen for small molecules that induce genotoxicity in human embryonic kidney (HEK293T) cells expressing luciferase-tagged ELG1. 330,000 tested, 1.3% active. AID 504466, 2011. Potency, µM (series often up to 46 µM), for the others: at the highest dose activity change, positive = activation, most hits filed as activators. HEK293T ELG1-luciferase reporter, luminescence, 16 h; note: % of control where 0% means no effect; nearly all actives have a fitted effect of over 60% in size
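Screening used a luciferase reporter fused to human ELG1 in HEK293T cells. Luminescence was read on a CCD plate imager after 16 hr exposure and 30 min ONE-Glo incubation.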
MLL CXXC-DNA inh: qHTS Fluorescence Polarization Assay for Inhibitors of MLL CXXC domain - DNA interaction; Histone-lysine N-methyltransferase 2A (Homo sapiens), Q03164; MLL-CXXC / FITC-HOXA9 DNA fluorescence polarization; Potency, µM (highest dose often 115 µM), without a hit: at the highest dose activity change, negative = inhibition, hits mostly inhibitors; 290,000 tested, 0.037% active; active = well fitted inhibition curve with a large enough effect in the polarisation, with a control signal flat, not every such curve was filed as active; inconclusive = small, poorly fitted or top-dose-only effect, or effect the other way, or a change in a side signal; inactive = no such curve, though single readings can be large or run the other way; the % refers to the polarisation
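Fluorescence polarization: 7 uM MLL-CXXC (stock) preincubated 5 min with compounds, then 50 nM fluorescein-HOX-A9 DNA (stock) added; 30 min ambient. Buffer 50 mM Tris-HCl pH 7.5, 50 mM NaCl, 1 mM DTT, 0.05% BSA.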
p53 reactivator: qHTS assay for re-activators of p53 using a Luc reporter. H1299 p53-A138V BP100-luciferase reporter, luminescence, 24 h. Potency, µM (series often up to 92.2 µM), for inactives: top-dose activity change, positive = activation, usual class: activators. 320,000 tested, 0.063% active. AID 504706, 2011; note: % of control where 0% means no effect; nearly all actives have a fitted effect of over 45% in size
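p53-null H1299 cells stably carrying temperature-sensitive p53-A138V and a BP100-luciferase reporter were pinned with compounds (4-point, 1:5 series) and held 24 hrs at 37 deg C. Luminescence was read 10 min after detection reagent.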
BRCA1 expr act: qHTS Assay to Identify Small Molecule Activators of BRCA1 Expression | MCF7-BRCA1-FFLuc reporter, luminescence, 48 h; response scale: scaled: vehicle 0%, 10 µM genistein 100% | Potency, µM (doses to about 46.1 µM), for inactives: at the highest dose activation, usual class: activators | 380,000 tested, 1.1% active; note: nearly all actives have a fitted effect of over 80% in size; some results filed as inactive show a strong effect at the top dose
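First, MCF7-BRCA1-FFLuc cells (2000/well) attach for 2 h; next, compounds are pin-added and incubated 48 h at 37 °C; finally, luciferase reagent is added and luminescence read after 15 min.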
uPA surface inh: qHTS for Inhibitors of Cell Surface uPA Generation. cell surface uPA generation assay, qHTS. Potency, µM (series often up to 38.3 µM), inactives show top-dose activity change, negative = inhibition, usual class: inhibitors. 330,000 tested, 0.31% active; active = well fitted inhibition curve with a large enough effect; inconclusive = small, poorly fitted or top-dose-only effect; inactive = no such curve, though single readings can be large or run the other way; tested in mouse RAW 264.7 cells; note: % is set by controls: 0 for no effect and ±100 for the full control effect; nearly all actives have a fitted effect of over 55% in size
NPC1 prom act: qHTS Assay for NPC1 Promoter Activators; Huh7 NPC1 promoter luciferase reporter, 24 h; Potency, µM (series often up to 9.22 µM), inactives show at the highest dose activation, most hits filed as activators; 320,000 tested, 2.4% active; AID 485313, 2010;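 note: % of control where 0% means no effect; nearly all actives have a fitted effect of over 60% in size; reporter is driven by a mutant NPC1 promoter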
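Cells: Huh7 expressing luciferase under the NPC1 promoter, 1500/well. Seeded 2 h, compound added, incubated 24 h at 37 °C. Luciferase reagent, 10 min ambient, then luminescence.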
VP16 counter: VP16 counterscreen qHTS for inhibitors of ROR gamma transcriptional activity | Drosophila S2 Gal4-VP16 UAS-luciferase, luminescence, 20 h | Potency, µM (series often up to 53.6 µM), without a hit: top-dose activity, negative = inhibition, hits mostly inhibitors | 310,000 tested, 3.5% active;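 note: Gal4-VP16 expression switched on by copper sulfate through the metallothionein promoter; % is set by controls: 0 for no effect and ±100 for the full control effect; nearly all actives have a fitted effect of over 50% in size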
FLuc counter: qHTS profiling assay for firefly luciferase inhibitor/activator using purifed enzyme and Km concentrations of substrates (counterscreen for miR-21 project) | Luciferin 4-monooxygenase (Photinus pyralis), P08659 | AID 588342, 2011 | Potency, µM (doses to about 57.5 µM), for inactives: at the top dose activity change, negative = inhibition, most hits filed as inhibitors | 360,000 tested, 6.9% active | purified FLuc, Km substrates, luminescence inhibition;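 note: plate controls were vehicle for no effect and reference inhibitor for full effect; nearly all actives have a fitted effect of over 55% in size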
Target sequence (P08659 whole entry, looked up): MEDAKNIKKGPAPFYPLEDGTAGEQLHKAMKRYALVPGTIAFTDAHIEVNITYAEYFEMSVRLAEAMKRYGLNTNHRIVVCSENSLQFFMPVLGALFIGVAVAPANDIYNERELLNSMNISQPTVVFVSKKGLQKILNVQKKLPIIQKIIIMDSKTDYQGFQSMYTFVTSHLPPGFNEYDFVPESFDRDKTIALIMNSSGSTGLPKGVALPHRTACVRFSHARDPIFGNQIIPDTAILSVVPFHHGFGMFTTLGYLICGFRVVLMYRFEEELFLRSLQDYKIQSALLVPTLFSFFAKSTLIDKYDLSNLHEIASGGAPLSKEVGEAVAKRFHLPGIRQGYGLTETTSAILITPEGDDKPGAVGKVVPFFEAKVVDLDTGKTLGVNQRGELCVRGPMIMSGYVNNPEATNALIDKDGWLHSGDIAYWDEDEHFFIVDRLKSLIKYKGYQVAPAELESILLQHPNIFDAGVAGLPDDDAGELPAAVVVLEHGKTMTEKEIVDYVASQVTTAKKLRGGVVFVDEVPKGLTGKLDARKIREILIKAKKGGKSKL
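Purified P. pyralis luciferase (10nM final) with 10uM D-luciferin and 10uM ATP (Km levels) in 50mM Tris acetate pH 7.5, 10mM Mg acetate, 0.01% Tween-20, 0.05% BSA; qHTS 6-point titration, ~60 µM downward; luminescence read.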
RORg inh: qHTS for inhibitors of ROR gamma transcriptional activity | 310,000 tested, 5.4% active | Drosophila S2 Gal4-RORgamma UAS-luciferase reporter, 20 h | Potency, µM (highest dose often 53.6 µM), inactives show at the top dose activity change, negative = inhibition, hits mostly inhibitors | Nuclear receptor ROR-gamma (Mus musculus), P51450; note: % is set by controls: 0 for no effect and ±100 for the full control effect; nearly all actives have a fitted effect of over 60% in size
Target sequence (P51450 whole entry, looked up, the tested form may be a part): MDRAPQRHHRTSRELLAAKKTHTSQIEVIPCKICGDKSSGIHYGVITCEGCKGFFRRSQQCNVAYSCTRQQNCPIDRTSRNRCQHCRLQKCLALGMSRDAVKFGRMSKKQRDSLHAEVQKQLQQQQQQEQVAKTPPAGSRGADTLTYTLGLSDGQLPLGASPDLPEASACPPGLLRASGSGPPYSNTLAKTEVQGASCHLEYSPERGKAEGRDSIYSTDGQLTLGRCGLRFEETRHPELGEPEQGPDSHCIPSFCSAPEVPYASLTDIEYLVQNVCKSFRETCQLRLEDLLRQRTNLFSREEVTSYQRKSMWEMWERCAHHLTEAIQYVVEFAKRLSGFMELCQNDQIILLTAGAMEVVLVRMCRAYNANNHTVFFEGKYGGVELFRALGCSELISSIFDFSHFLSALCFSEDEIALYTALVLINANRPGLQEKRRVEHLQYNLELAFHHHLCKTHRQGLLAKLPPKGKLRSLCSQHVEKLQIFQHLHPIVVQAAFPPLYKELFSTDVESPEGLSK
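Compounds are pin-transferred onto Drosophila Schneider cells expressing a copper-inducible Gal4–ROR gamma transactivation domain fusion. After 1 hr, copper sulfate is added to 700 uM final; luciferase is read 20 hr later.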
Active calls of the source: *; ? = inconclusive; / = no result given; [ ] = dose if it differs, or a comment. Unless noted, calls come from the whole dose curve; as a rule, active = well fitted curve in the direction sought with a large enough effect; inconclusive = small, poorly fitted or top-dose-only effect, or another doubt; inactive = no such curve, though single readings can be large; an effect the other way counts as inactive or inconclusive. Potency is the fitted concentration of half-maximal effect. Not all compounds are listed; count on the stated rates, not on these rows.

SMILES	MBNL1-CUG inh	Rab9 prom act	ELG1 genotoxic	MLL CXXC-DNA inh	p53 reactivator	BRCA1 expr act	uPA surface inh	NPC1 prom act	VP16 counter	FLuc counter	RORg inh
Cc1ccc(-c2cc(C(=O)Nc3ccc(S(=O)(=O)Nc4onc(C)c4C)cc3)[nH]n2)c(O)c1	3%	3%	2%	-2%	-4%	-1%	1%	-4%	-1%	?	18%
COc1ccccc1CNS(=O)(=O)c1ccc2c(c1)N(C(C)=O)CC(C)S2 (configuration not stated)	-6%	-10%	-1%	1%	20%	-27%	0%	1%	8%	-1%	14%
O=C(Cn1cnc([N+](=O)[O-])n1)N/N=C/c1ccc(O)cc1O	?	4%	1%	3%	23%	-25%	-4%	-7%	-8%	-2%	-27%
COc1ccc(Br)cc1S(=O)(=O)Nc1cccc(C)n1	13%	4%	3%	-33%	-3%	-7%	0%	-6%	-7%	-2%	6%
CC1CCCN(S(=O)(=O)c2ccc(C(=O)Nc3nnc(-c4ccncc4)o3)cc2)C1 (configuration not stated)	11%	1.4µM*	-12%	-21%	23%	-35%	-8%	-2%	-10%	?	52%
Cc1ccsc1CN(C)C(=O)CN1C(=O)NC(c2ccccc2)(c2ccccc2)C1=O	/	0%	-2%	/	-7%	-46%	-1%	-8%	/	/	/
Cc1ccc(N2CCN(C(=O)C3CCCN(c4ncnc5c4nc4n5CCCCC4)C3)CC2)c(C)c1 (configuration not stated)	-2%	-13%	-6%	17%	3%	5%	52%[activator]	-2%	-6%	0%	-5%
O=C(Cn1c(-c2cscn2)nc2ccccc21)Nc1ccc2ccccc2c1	-8%	1%	1%	11%	-4%	0%	/	15%	14%	-9%	?
O=C(C1CCCN1C(=O)c1cccs1)N1CCN(Cc2ccc3c(c2)OCO3)CC1 (configuration not stated)	-3%	-5%	-1%	-1%	-4%	-12%	-2%	-4%	2%	0%	1%
O=C(N/N=C/c1ccc([N+](=O)[O-])cc1)c1cccc(N2CCCC2=O)c1	?	-1%	-3%	6%	-7%	-5%	4%	4%	-3%	?	43%
O=C(c1ccc(OC2CCN(Cc3cccc(OCCO)c3)CC2)cc1)N1CCCC1	-8%	-4%	2%	12%	-6%	-2%	-2%	1%	-4%	2%	0%
CCOc1ccccc1NC(=O)C1CC(=O)n2ncnc2N1 (configuration not stated)	0%	1%	-2%	-5%	0%	7%	/	-8%	4%	-13%	27%
O=C(C[n+]1cccc2ccccc21)c1ccc(Br)cc1	?	7%	-2%	1%	/	-48%	-98%	8%	9%	-2%	-12%
CN(C)/C=C1\C(=O)N(c2ccc(Oc3ccccc3)cc2)CS1=O (configuration not stated)	-7%	22%	3%	6%	0%	69%	0%	19%	20%	?	31%
Cn1c(CCN2CCCCC2)nc2cc(NC(=O)C3CCCCC3)ccc21	6%	2%	-4%	13%	3%	-32%	-6%	11%	-1%	1%	12%
COc1ccccc1NC(=O)C1=C(C)Nc2nnnn2C1c1ccccn1 (configuration not stated)	3%	5%	-6%	4%	1%	-40%	-1%	-1%	3%	6%	2%
CCOC(=O)C1CCN(C(=O)c2cc3c(s2)-c2ccccc2OC3)CC1	54%[activator]	?	?	/	15%	87%	8%	27%	?	?	-19%
C=CCNc1cnn(-c2ccccc2)c(=O)c1Cl	0%	?	10%	1%	3%	?	-23%	12%	7%	-10%	11%
CCN(Cc1ccc(C#CCCO)cc1)CC1CCCN(CCc2cccc(OC)c2)C1 (configuration not stated)	8%	3%	-9%	17%	-8%	0%	-25%	-5%	-1%	-1%	-2%
O=C(CSc1n[nH]c(-c2cccnc2)n1)OC1CCCCC1	-17%	-6%	-5%	-17%	-3%	-4%	4%	-4%	-2%	-2%	20%
CCCSc1nsc(NC(=O)CC)n1	-7%	0.11µM*	?	-2%	4%	?	-2%	0.28µM*	-27%	0.67µM*	-27%
O=C(COC(=O)c1ccc(S(=O)(=O)N2CCCC2)cc1)Nc1ccc(Cl)cc1	/	4%	0%	/	-2%	1%	-3%	0%	/	0%	/
O=c1c(N2CCOCC2)nsn1Cc1ccccc1	-20%	-5%	-6%	2%	12%	33%	-2%	11%	7%	-1%	-1%
COCCn1cnc2c1c(=O)n(CC(=O)NCC(F)(F)F)c(=O)n2Cc1ccccc1	0%	3%	0%	10%	2%	1%	3%	0%	1%	-1%	-27%
O=C(COc1ccc2c3c(c(=O)oc2c1)CCC3)c1ccc2c(c1)OCO2	4%	9%	4%	4%	-2%	14%	-12%	1%	-6%	-7%	-20%
COc1ccc(C2SCCN2S(=O)(=O)c2ccccc2)cc1 (configuration not stated)	-4%	-7%	-7%	3%	0%	-24%	-1%	-1%	10%	-9%	-14%
COC(=O)Cc1c(C)c2c(OCc3nn[nH]n3)cc(C)cc2oc1=O	11%	7%	-1%	-1%	-6%	7%	0%	-2%	2%	1%	-6%
CN(C)CCCNC(=S)Nc1ccc(Br)cc1	-2%	0%	0%	3%	1%	22%	5%	-2%	0%	-1%	12%
CC(=O)C(Cc1ccccc1)NC(=O)CCl (configuration not stated)	-6%	-7%	-12%	13%	-10%	-14%	?	-4%	-18%	-2%	0%
CC1CCCN(C(=O)CCS(=O)(=O)c2ccc3c(c2)n(C)c(=O)c(=O)n3C)C1 (configuration not stated)	-10%	1%	6%	/	/	13%	5%	-2%	0%	-2%	-13%
CCN(CC(O)c1cccc(O)c1)C(=O)C12CC3CC(CC(C3)C1)C2 (configuration not stated)	-1%	0%	-7%	4%	2%	9%	-11%	1%	-2%	-3%	-3%
C/C(=N\NC(=O)c1ccc2c(c1)OCCO2)c1ccccc1	-6%	3%	0.33µM*	-8%	-9%	?	-4%	?	7.9µM*	0.38µM*	5.6µM*
COC(=O)C(C)Sc1nc2c(cnn2-c2ccc(C)cc2)c(=O)[nH]1 (configuration not stated)	-4%	-3%	1%	2%	-3%	-41%	3%	2%	-15%	-1%	-17%
COc1ccc(NC(=O)c2ccc(-c3csc(C)n3)cc2)cc1	7%	2.8µM*	?	4%	7%	54%	-6%	?	-4%	2.4µM*	5%
COc1ccc(C2CC(c3c(-c4ccccc4)c4cc(Cl)ccc4[nH]c3=O)=NN2S(C)(=O)=O)cc1OC (configuration not stated)	-2%	-2%	-5%	11%	-9%	-59%	-5%	-1%	?	4%	?
CNc1nc(N(C)C)nc(N(C)C)n1	-15%	0%	0%	2%	10%	0%	5%	4%	0%	3%	-26%
COc1cccc(-n2cc3c(c2-c2ccccc2)c(=O)n(C)c(=O)n3C)c1	7%	-5%	-3%	7%	7%	-52%	-4%	-4%	2%	-18%	26%
O=Cc1ccc(OCC(=O)N2CCc3ccccc32)c(Br)c1	/	19%	?	/	?	?	?	6%	/	7.6µM*	/
Cn1c(=O)c2c(-c3cccc(F)c3)c3c(nc2n(C)c1=O)-c1ccccc1C3O (configuration not stated)	12%	-1%	5%	-7%	-1%	/	/	0%	1%	-2%	15%
COc1ccc(N2CCN(CC(=O)Nc3ccc(-n4cnnn4)cc3)CC2)cc1	-7%	0%	9%	5%	-2%	-12%	1%	8%	-29%	-1%	?

Looked up by structure from above:
SMILES	MBNL1-CUG inh	Rab9 prom act	ELG1 genotoxic	MLL CXXC-DNA inh	p53 reactivator	BRCA1 expr act	uPA surface inh	NPC1 prom act	VP16 counter	FLuc counter	RORg inh
C=CCNc1cnn(-c2ccccc2)c(=O)c1Cl	0%	?	10%	1%	3%	?	-23%	12%	7%	-10%	11%
CNc1nc(N(C)C)nc(N(C)C)n1	-15%	0%	0%	2%	10%	0%	5%	4%	0%	3%	-26%
